Screens from PubChem.
GalR3 antag: GalR3 antagonists in HEK293 cells, primary screen, cell-based, fluorescence readout; Galanin receptor type 3 (Homo sapiens), O60755; HEK293 GalR3-CNG cAMP membrane potential fluorescence; galR3 body fused to GalR1 C-terminus; inhibition, % at 3 µM; 360,000 compounds, 0.44% hits; AID 651719, 2012;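 active means inhibition above the screen-wide average plus 3 SD, cut at about 13% in these data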;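 further: forskolin and galanin both at EC90 stimulate the cells; cAMP rise reported by CNG channel membrane potential dye signal; 0% = forskolin plus galanin with DMSO and 100% = forskolin alone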
Target sequence (O60755 1-299 limits assumed): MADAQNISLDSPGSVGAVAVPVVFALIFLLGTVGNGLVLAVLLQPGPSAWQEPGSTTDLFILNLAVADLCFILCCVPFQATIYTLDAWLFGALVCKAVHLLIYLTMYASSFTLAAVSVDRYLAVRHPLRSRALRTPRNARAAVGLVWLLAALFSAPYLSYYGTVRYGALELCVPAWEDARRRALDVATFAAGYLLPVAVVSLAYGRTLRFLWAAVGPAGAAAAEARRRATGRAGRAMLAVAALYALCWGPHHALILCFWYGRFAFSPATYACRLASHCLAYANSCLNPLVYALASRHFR
An asterisk follows results filed as active. A portion of the library. The share of hits here may be higher or lower than overall.

Molecule	GalR3 antag
C=C(C)C1CC=C(C)C(=NNC(=O)c2ccncc2)C1 (centres undefined)	-3
COCCNc1ncnc2c1ncn2[C@H]1CN(Cc2cccs2)C[C@@H](CO)O1	0
CC(=O)Nc1ccc(C(=O)N2c3ccccc3N=C(c3ccc4c(c3)OCO4)C2C(=O)NCc2ccccc2)cc1 (centres undefined)	-5
CCCCC(=O)N(C)c1c(C)nc2ccc(C(=O)N3CCNC(=O)C3)cn12	-6
Cc1ccc(S(=O)(=O)N(C)C[C@H]2Oc3cc(C#CC4CCCC4)ccc3S(=O)(=O)N([C@H](C)CO)C[C@H]2C)cc1	-3
OC[C@H]1O[C@@H](c2nc(-c3ccc4[nH]ccc4c3)no2)[C@H](O)[C@@H](O)[C@H]1O	-2
CC1(C(=O)NCc2ccccc2)CCC(=O)N1C1CC1 (centres undefined)	-1
O=C(Cc1ccc(NC(=O)C2CCCN(C(=O)C3CCC3)C2)cc1)Nc1cccc(C(=O)N2CCCCC2)c1 (centres undefined)	-6
CC(C)NC(=O)N[C@H]1C=C[C@H](CC(=O)NCc2ccc(Oc3ccccc3)cc2)O[C@@H]1CO	0
O=C(NC(=S)N1CCN(c2ccc(F)cc2)CC1)c1ccccc1	-6
COc1ccc(Cc2ccccc2C(=O)O)cc1	-5
COc1cccc(NC(=O)CN(C)C(=O)c2ccc(S(=O)(=O)Nc3ccccc3F)cc2)c1	-1
CCCS(=O)(=O)NC(=O)C1(C)CCCN(C(=O)c2cccnc2Oc2ccccc2)C1 (centres undefined)	-7
Cc1cc(Nc2cccc(C(F)(F)F)c2)cc(=O)n1-c1cccc(C(F)(F)F)c1	-8
NC(Cc1ccc(O)cc1)C(=O)NN=Cc1ccccc1O (centres undefined)	-5
O=C(COC(=O)c1cncc(Br)c1)Nc1ccc(F)c(F)c1F	-4
CC1(C(=O)NS(=O)(=O)c2cccc(OC(F)F)c2)CCN1C(=O)c1ccccc1CCc1ccccc1 (centres undefined)	-5
c1ccc(CCNCc2ccco2)nc1	-4
COc1ccc(-c2coc3c(C(=O)NCCN4CCOCC4)cccc23)c(C)c1	-6
CC(C)NC(=O)c1ccc(COc2cccc3ccccc23)o1	-5
CCCCN(C=O)c1c(CC)nc2ccc(C(=O)N3CCN(C(C)=O)CC3)cn12	-6
CC(C(=O)NCc1ccccc1)n1c(-c2ccc3c(c2)CCO3)nc2ccccc21 (centres undefined)	-7
CN(c1ccc(NC(=O)CCc2c[nH]c3ccccc23)cc1)c1ccccn1	-7
O=C(CSc1nnc2ccc(-c3ccco3)nn12)Nc1ccccc1F	4
CCOC(=O)c1ccc(O)c(-n2cc3c(c2-c2ccccc2)c(=O)n(C)c(=O)n3C)c1	-5
COCCNC(=O)C1(C)CCCN(Cc2ccccc2N(C)C)C1 (centres undefined)	-8
O=c1[nH]cnc(CN2CCCCC2)c1O	-3
COc1ccc(Cc2c(-c3ccccc3)nc3c4ccccc4ccn23)c(C)c1	-1
CC(=O)Nc1ccc(-c2ccnc3c2CC(C)(C(=O)NCc2ccco2)O3)cc1 (centres undefined)	-7
CCc1nc(SCC(=O)Nc2nnc(C(C)C)s2)n[nH]1	1
CCOC(=O)C1=C(C)c2ccccc2OC1(CC)C(=O)OCC (centres undefined)	-3
COc1ccc(CN2C(=O)CSCC2(C)C(=O)Nc2c(C)cccc2C)cc1OC (centres undefined)	-7
CC1(c2nnnn2Cc2ccccc2)CCC(=O)N1CCc1ccccc1F (centres undefined)	0
CCOC(=O)C[C@@H]1OC[C@H](C(C)C)N1S(=O)(=O)c1ccc(C)cc1	-5
C[C@H](O)[C@@H]1C(=O)N2CCc3ccc(-c4ccccc4)cc3[C@@H]2C[C@@H]1N(C)C(=O)c1cccnc1	-3
COc1ccc(-n2c(=O)c3c4c(sc3n(CC(=O)NCC3CCCO3)c2=O)CN(C(C)=O)CC4)cc1OC (centres undefined)	-5
O=C(CCOc1cccc(Br)c1)Nc1ccc(F)c(S(=O)(=O)N2CCOCC2)c1	-6
OC(COc1cccc2ccccc12)CN1CCOCC1 (centres undefined)	-8
COC(=O)C1=CN(c2ccc(OC)cc2OC)C(N)=C(C#N)C1c1ccccc1F (centres undefined)	-6
O=C(CNC(=O)c1cccc(-n2cccc2)c1)Nc1ccccc1Br	-6
COc1cc(Cc2nc3ccccc3n2C(C)c2nc3ccccc3[nH]2)cc(OC)c1 (centres undefined)	-5
CCOC(=O)N(C)C[C@@H]1OCc2ccccc2-c2c(n(C)c3ccccc23)C(=O)N([C@H](C)CO)C[C@H]1C	-7
CCCCN1C(=O)C(CC(=O)NCCc2ccccn2)CC(C(=O)N2CCOCC2)=C1C (centres undefined)	-2
COC(=O)c1ccc2nc(-c3cccc(Cl)c3)c(CC3CCCCC3)n2c1	-6
C=CCC[C@H](CCCCC)OC(=O)/C=C/[C@@H](O)[C@H](O)C[C@@H](O)CC=C	-5
Cc1ccc(S(=O)(=O)N2C[C@H]3[C@H]4C(=O)N(Cc5ccccc5)C(=O)[C@H]4CC(=O)[C@H]3[C@@H]2c2ccccc2Cl)cc1	-8
COc1ccc(CN2C(=O)CCCC2(C)c2nc3ccccc3[nH]2)cc1 (centres undefined)	1
COCc1cc(N2CCNC[C@H]2C)ccc1N1CCN(Cc2ccccc2)[C@@H](C)C1	-7
Nc1ccn(C2OC(COC(=O)C34CC5CC(CC(C5)C3)C4)C(O)C2O)c(=O)n1 (centres undefined)	-4
CCOC(=O)c1c(NC(=O)COC(=O)CCCOc2ccc(OC)cc2)sc(C(=O)N(C)C)c1C	-4

Continued.
Molecule	GalR3 antag
CCCCCNC(=O)C(c1ccncc1)n1c(=O)c(-c2ccccc2)nc2ccccc21 (centres undefined)	-5
O=C(COc1cccc(F)c1)Nc1nc(-c2ccccn2)cs1	-3
O=C(COC(=O)CSc1ccc(F)cc1)NC1CC1	-8
N#Cc1ccc(S(=O)(=O)N2CCCCC2c2cc(C(=O)Nc3cccc4c3CCCC4)no2)cc1 (centres undefined)	-6
CCN(CC)CCN1CCN(c2cnc(C)cn2)CC1	-5
Cc1c(C(=O)NCc2ccc(Cl)c(Cl)c2)sc(=O)n1Cc1ccc(C(=O)N(C)C)cc1	1
COc1ccc(-c2ccc3c(c2)c(Sc2ccccc2)c(-c2cc(OC)cc(OC)c2)n3C)cc1	-6
O=C(Cn1cnc([N+](=O)[O-])c1)Nc1ccc(Cl)cc1Cl	0
C[C@@H]1CN([C@H](C)CO)C(=O)c2cc(Br)cnc2O[C@@H]1CN(C)C(=O)c1ccccc1	-4
Cc1ccc(-c2ccc(CN3C(C)C(=O)N(Cc4cn(CCC5OCCCO5)nn4)CCS3(=O)=O)cc2)cc1 (centres undefined)	1
CC(=O)Nc1ccc(NC(=O)C2Cc3c(-c4ccc(Cl)cc4)ccnc3O2)cc1 (centres undefined)	-5
Nc1c(N(CCCO)C(=O)CCCN2C(=O)c3cccc4cccc(c34)C2=O)c(=O)[nH]c(=O)n1Cc1ccccc1	5
COc1ccc(CNC(=O)c2sc(=O)n(Cc3ccccc3C)c2C)cc1	3
Cc1cccc(N2O[C@H]3C=CC2CCCC3)n1	-5
O=C([C@H]1O[C@@H](n2ccc(=O)[nH]c2=O)[C@H](O)[C@@H]1O)N1CCC(F)(F)CC1	-4
Cc1cccc(N2CCN(C(=S)c3ccc4c(c3)OCO4)CC2)c1	-7
CC1=CC2=C(C=O)C(=O)C(C)(O)C(O)C2=CO1 (centres undefined)	-3
Cc1ccc(N2CCN(C(=O)C(=O)c3cccc(Br)c3)CC2)cc1	-2
O=C(NCc1ccc(C(F)(F)F)cc1)c1ccc(-c2cccnc2)c2ccoc12	-1
COc1cc2c(cc1OC)C(Cc1ccccc1[N+](=O)[O-])=NCC2	-5
O=C(COC(=O)c1ccc(S(=O)(=O)N2CCCCCC2)cc1)NCc1ccc(F)cc1	2
CCCCn1nnnc1C(c1cc2ccccc2o1)N1CCN(C/C=C/c2ccccc2)CC1 (centres undefined)	-8
O=c1cc(-c2ccccc2)[nH]n1-c1ccccc1	-4
NC(=S)NN=C1CCCC(C(F)(F)F)C1 (centres undefined)	-5
O=C(OCc1cn([C@H]2C[C@H](c3ccccc3)N(C(=O)c3cccs3)C[C@@H]2O)nn1)c1ccccc1	-6
CC1(C(=O)NCCC#N)CCN1C(=O)Cc1ccc(-c2ccccc2)cc1 (centres undefined)	-6
C[C@H]1CN([C@@H](C)CO)C(=O)CCCn2nncc2CO[C@H]1CN(C)C(=O)c1cc(-c2ccccc2)on1	3
CN(C)C(=O)N1CCc2ccc([N+](=O)[O-])cc21	-4
Cc1nn(CC(=O)NC2CCCCC2)c(C)c1[N+](=O)[O-]	-3
O=C(NNC(=O)c1cccs1)c1ccccn1	1
C[C@H](CO)NC(=O)c1nc[nH]c1C(=O)N[C@@H](C)c1ccccc1	-8
COc1ccc2nc3ccccc3[n+]([O-])c2c1	-6
C[C@@H]1ON(C)[C@H]2C[C@H]3c4cc(Br)ccc4CCN3C[C@@H]12	-8
COc1cc(CNc2ncnc3c2ncn3[C@H]2CN(Cc3cccs3)C[C@@H](CO)O2)cc(OC)c1OC	-1
COc1cc(OC)c2c(-c3cccc(-c4ccc(OC)c(OC)c4)c3)cc(=O)oc2c1	-6
COc1cc(N)c2ncccc2c1SC	-8
COCCN(CCOC)Cc1cc(=O)oc2cc(C)c(C)cc12	-1
C[C@@H]1CN[C@@H](CCO)/C1=C\c1ccccc1	-5
Cn1cc(-c2csc(C(O)c3ccccc3)n2)cn1 (centres undefined)	-4
C[C@@H]1CN([C@@H](C)CO)C(=O)CCCn2cc(nn2)CO[C@H]1CN(C)C(=O)C1CC1	-4
CC(C)(O)CN(C(=O)c1ccc([N+](=O)[O-])cc1)C1CCCC1	-4
COc1ccc(-c2csc(C(C)(O)c3ccccc3)n2)cc1OC (centres undefined)	-5
COC(=O)c1cc2c(c3c4cc(OC)ccc4n(S(=O)(=O)c4ccc(C)cc4)c13)C(=O)N(C)C2	-6
OC(CCCN1CCCCC1)(c1ccccc1)c1ccc(C(F)(F)F)cc1 (centres undefined)	-9
CN1CCN(C2CN(Cc3cn(Cc4ccccc4)nn3)S(=O)(=O)C2)CC1 (centres undefined)	-4
CN1C(c2ccc(F)cc2)=CS/C1=C(/C#N)c1nnc2n1-c1ccccc1SC2	-3
NNc1ccc([N+](=O)[O-])c2[nH][nH]c(=O)c12	-2
O=C(/C=C/c1ccccc1)c1ccc2ccccc2c1	0
Cc1c(-c2ccccc2)n(O)[n+]([O-])c1-c1ccccc1	-6
CCOC(=O)C1(C)CCN1C(=O)c1cccc(C(F)(F)F)c1 (centres undefined)	-2

Part of the list above, with the structure last.
| GalR3 antag | compound |
| --- | --- |
| -6 | COc1ccc2nc3ccccc3[n+]([O-])c2c1 |
| -8 | C[C@@H]1ON(C)[C@H]2C[C@H]3c4cc(Br)ccc4CCN3C[C@@H]12 |
| -1 | COc1cc(CNc2ncnc3c2ncn3[C@H]2CN(Cc3cccs3)C[C@@H](CO)O2)cc(OC)c1OC |
| -6 | COc1cc(OC)c2c(-c3cccc(-c4ccc(OC)c(OC)c4)c3)cc(=O)oc2c1 |
| -8 | COc1cc(N)c2ncccc2c1SC |
| -1 | COCCN(CCOC)Cc1cc(=O)oc2cc(C)c(C)cc12 |
| -5 | C[C@@H]1CN[C@@H](CCO)/C1=C\c1ccccc1 |
| -4 | Cn1cc(-c2csc(C(O)c3ccccc3)n2)cn1 (centres undefined) |
| -4 | C[C@@H]1CN([C@@H](C)CO)C(=O)CCCn2cc(nn2)CO[C@H]1CN(C)C(=O)C1CC1 |
| -4 | CC(C)(O)CN(C(=O)c1ccc([N+](=O)[O-])cc1)C1CCCC1 |
| -5 | COc1ccc(-c2csc(C(C)(O)c3ccccc3)n2)cc1OC (centres undefined) |
| -6 | COC(=O)c1cc2c(c3c4cc(OC)ccc4n(S(=O)(=O)c4ccc(C)cc4)c13)C(=O)N(C)C2 |
| -9 | OC(CCCN1CCCCC1)(c1ccccc1)c1ccc(C(F)(F)F)cc1 (centres undefined) |
| -4 | CN1CCN(C2CN(Cc3cn(Cc4ccccc4)nn3)S(=O)(=O)C2)CC1 (centres undefined) |
| -3 | CN1C(c2ccc(F)cc2)=CS/C1=C(/C#N)c1nnc2n1-c1ccccc1SC2 |
| -2 | NNc1ccc([N+](=O)[O-])c2[nH][nH]c(=O)c12 |
| 0 | O=C(/C=C/c1ccccc1)c1ccc2ccccc2c1 |
| -6 | Cc1c(-c2ccccc2)n(O)[n+]([O-])c1-c1ccccc1 |
| -2 | CCOC(=O)C1(C)CCN1C(=O)c1cccc(C(F)(F)F)c1 (centres undefined) |

Continuation:
Molecule	GalR3 antag
COc1ccccc1Cc1c(-c2ccc(Cl)cc2)nc2ccc(Br)cn12	-6
CCCCn1c(N)c(N(CC(C)C)C(=O)c2ccc(OC)c(S(=O)(=O)N3CCOCC3)c2)c(=O)[nH]c1=O	-3
Cc1cccc(C)c1Nc1n[nH]c(=S)s1	-1
CCCCCNC(=O)C(C1CC1)n1c(=O)c(-c2ccco2)nc2ccccc21 (centres undefined)	1
COc1ccccc1Cc1c(-c2cccc(Cl)c2)nc2ccc(Cl)cn12	-4
O=C(Oc1ccc[nH]c1=O)c1ccccc1	-2
O=S(=O)(NC(CO)Cc1ccccc1)c1cc(Cl)ccc1F (centres undefined)	-6
COc1ccc(Br)c(Cn2c(C)c(C(=O)NCc3ccccc3C(F)(F)F)sc2=O)c1	-3
CCCCC(=O)N(C)c1c(CC)nc2c(OCc3ccc(C#N)cc3)cccn12	-10
